# IL-1B inflam inh = inhibitors of inflammasome signaling (IL-1 beta secretion). THP-1 LPS/ATP IL-1B secretion, AlphaLISA, 16 h; stronger effect = lower value. activity change, % at 57.5 µM. actives 4.7% (n = 360,000). AID 743279; in the data active means activity change below about -50%; inconclusive means mostly about -30% to -49%; further: on the % scale 0 is the no-effect control and ±100 the full control effect
#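 THP-1 cells pretreated 1 hr with compounds (up to 57.5 uM final), then stimulated with LPS (250 ng/mL final) plus ATP (1.25 mM final); secreted IL-1B measured by AlphaLISA after 16 hr, decreased signal indicating inhibition.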
# SW480 rereplic = DNA re-replication induction in SW480 cells. Potency, µM (highest dose often 46.1 µM), without a hit: top-dose re-replication activation, most hits filed as activators. SW480 DNA re-replication, Hoechst DNA content imaging, 48 h. AID 624297. actives 1.8% (n = 340,000); further: potency means the concentration at half of the fitted maximal effect; % of control where 0% means no effect; nearly all actives have a fitted effect of over 55% in size
#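 Hoechst fluorescence of nuclei (405 nm excitation, 500-530 nm emission) measured by plate-scanning imager after 48 hr compound exposure at 37 C; re-replication scored as increased number of nuclei with elevated intensity.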
# HEK293 tox = cytotoxic in the GLP-1 receptor inverse agonist counter-screen | HEK293 cAMP-luciferase reporter cells, luminescence, 24 h | Potency, µM (doses to about 38.3 µM), without a hit: at the highest dose activity change, negative = inhibition, most hits filed as inhibitors | actives 0.13% (n = 410,000) | AID 624418;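 further: loss of luciferase light is scored as toxicity; potency means the concentration at half of the fitted maximal effect; on the % scale 0 is the no-effect control and ±100 the full control effect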
#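 Cells in DMEM/10% Nu serum/1% pen-strep, 1536-well format. Pre-incubated 12 h, dosed with 23 nL compound, incubated a further 24 h. Luciferase detection, 12 min at room temp, luminescence.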
# D3 ag = activates the human D3 dopamine receptor. actives 0.58% (n = 410,000). P35462. max activation, %. D3R DiscoveRx beta-arrestin cells, luminescence, 90 min; in the data active means max activation above about 30%; further: 0% is about no effect; mostly tested at two doses, the higher about 12 µM
# Target sequence (P35462 whole entry, looked up): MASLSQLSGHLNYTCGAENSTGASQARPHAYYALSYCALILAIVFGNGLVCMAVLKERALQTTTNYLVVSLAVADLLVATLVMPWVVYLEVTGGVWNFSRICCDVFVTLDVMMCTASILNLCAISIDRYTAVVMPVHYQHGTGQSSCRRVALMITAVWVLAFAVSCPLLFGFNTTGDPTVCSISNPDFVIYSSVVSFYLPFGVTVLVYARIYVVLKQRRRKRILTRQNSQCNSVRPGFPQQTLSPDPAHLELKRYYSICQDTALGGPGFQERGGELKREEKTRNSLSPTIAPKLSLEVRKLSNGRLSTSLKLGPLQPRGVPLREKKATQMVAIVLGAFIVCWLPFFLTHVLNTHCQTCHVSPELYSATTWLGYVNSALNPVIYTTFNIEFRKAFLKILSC
#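 Agonist-mode cell screen: cells plated at 1500/well and incubated overnight at 37 °C, then exposed to library compounds for 90 min at 37 °C. Detection reagent was added for 30–60 min at room temperature, and luminescence was read.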
# HT1080-NT tox = kills 2HG-producing HT-1080-NT fibrosarcoma cells. HT-1080-NT fibrosarcoma viability, CellTiter-Glo ATP luminescence, 48 h. Potency, µM (doses to about 46.1 µM), inactives show at the highest dose activity, negative = less viability, usual class: cytotoxic. actives 1.6% (n = 360,000);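 further: NT is the 2HG producing partner of a matched IDH1 knockdown line; potency means the concentration at half of the fitted maximal effect; 0% = DMSO-treated cells and -100% = media-only wells without cells; nearly all actives have a fitted effect of over 55% in size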
#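 Viability of the 2HG-overproducing fibrosarcoma line after 48 hours of compound exposure at 37 degrees C was determined by luminescence with CellTiter-Glo, and concentration-effect curves were then fitted and categorized.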
# MCF10A rerep = inducers of DNA re-replication in MCF 10A breast cells; Potency, µM (series often up to 46.1 µM), inactives show top-dose activity, positive = re-replication, hits mostly activators; actives 2.9% (n = 350,000); MCF 10A DNA re-replication, Hoechst nuclear intensity, 48 h; further: potency means the concentration at half of the fitted maximal effect; % of control where 0% means no effect; nearly all actives have a fitted effect of over 50% in size
# KB-3-1 tox = KB-3-1 parental cell cytotoxicity; KB-3-1 viability, CellTiter-Glo ATP luminescence, 72 h; Potency, µM (titrated, usually from 46.1 µM), without a hit: top-dose activity change, negative = cytotoxic, most hits filed as cytotoxic; actives 1.4% (n = 400,000); further: potency means the concentration at half of the fitted maximal effect; on the % scale 0 is the no-effect control and ±100 the full control effect; nearly all actives have a fitted effect of over 60% in size
#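 Luminescent ATP read-out (CellTiter-Glo) measures survival of drug-naive KB-3-1 cells after 72 h compound exposure at 37 °C. Titration series was screened from lowest to highest concentration, with DMSO vehicle plates as background controls.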
# HT1080 IDH1KD tx = toxicity to HT-1080 IDH1 knockdown cells (counter line); HT-1080 IDH1 knockdown viability, ATP luminescence, 48 h; Potency, µM (series often up to 46.1 µM), inactives show top-dose activity, negative = toxicity, usual class: cytotoxic; actives 2% (n = 360,000); AID 686971;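 further: potency means the concentration at half of the fitted maximal effect; 0% = DMSO wells and -100% = cell-free medium wells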
#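 CellTiter-Glo luminescence after 48 h compound exposure at 37 degrees C of IDH1-knockdown HT-1080 cells in 5% FBS RPMI. %Activity scaled between DMSO wells and cell-free media wells, with curves fitted and assigned curve classes.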
# KB-V1 MDR tox = KB-V1 MDR subline cytotoxicity. KB-V1 MDR cells viability, CellTiter-Glo, 72 h. Potency, µM (series often up to 46.1 µM), without a hit: at the top dose activity change, negative = cytotoxicity, actives largely listed as cytotoxic. actives 3.4% (n = 400,000). AID 1347076; further: potency means the concentration at half of the fitted maximal effect; on the % scale 0 is the no-effect control and ±100 the full control effect; nearly all actives have a fitted effect of over 60% in size
#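 Following 72 h at 37 degrees C with compound, KB-V1 cell viability was read by CellTiter-Glo luminescence, medium being phenol-red-free DMEM plus 10% FBS; concentration-response parameters came from normalized, curve-fitted qHTS data.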
# Starred values were filed as active, the others as inactive; u = inconclusive; x = not tested or not shown; [ ] = dose if it differs, or a comment. Unless noted, the call rests on the fitted dose curve; in most records, active means well fitted curve in the direction sought with a large enough effect; inconclusive means small, poorly fitted or top-dose-only effect, or another doubt; inactive means no such curve, though single readings can be large; an effect the other way counts as inactive or inconclusive.
SMILES,IL-1B inflam inh,SW480 rereplic,HEK293 tox,D3 ag,HT1080-NT tox,MCF10A rerep,KB-3-1 tox,HT1080 IDH1KD tx,KB-V1 MDR tox
Cc1ccc2c(c1)N(N=O)CCC2,10,-7%,1%[1.53 µM],3,9%,1%,0%,10%,4%
COC(=O)C1=C(c2ccc3ccccc3c2)C[C@@H]2CC[C@H]1N2C(=O)N1CCCC1,-8,u,-7%,-3,-9%,-9%,u,-18%,u
O=c1[nH]c(=S)n(-c2ccccc2Cl)c(O)c1C=NCCN1CCNCC1,4,-9%,4%,-1,4%,7%,-13%,12%,0%
Cc1c(C=O)c2ccccc2n1Cc1ccc(F)cc1,27,-3%,4%,-7,-16%,-2%,-4%,-4%,-29%
CCCCn1c(=O)c(C(=O)NC(C)c2ccccc2)c(O)c2ccccc21 (centres undefined),-6,-3%,-1%,7,15%,6%,u,17%,u
CC(=O)c1cccc(OCC(O)CN2CC=C(c3ccccc3)CC2)c1 (centres undefined),-2,10%,-4%,73*,-1%,u,-5%,17%,u
CCCNC(=O)c1cc2c(c(-c3cccc(-c4cc5ccccc5o4)c3)n1)[C@H](CCO)N(C(=O)NC(C)C)C2,-72*,x,-11%,-6,u,x,-9%,u,u
N#C/C(=C\c1ccc([N+](=O)[O-])cc1)c1nc(C2CC2)cs1,-11,-1%,-2%,-1,-1%,-74%[inhibitor],28%,7%,-29%
Cc1cccc(C)c1OCc1n[nH]c(=S)n1N,0,-98%[inhibitor],4%,0,9%,10%,-5%,-3%,20%
Cc1cccc(C(=O)NCCC(=O)NCc2ccccc2F)c1,3,-44%[inhibitor],4%,-5,0%,u,7%,5%,11%
O=C(Nc1ccc(Cl)cn1)Nc1cccs1,23,-5%[9.22 µM],49%[activator],1,-5%,11%,6%,-3%,15%
C=CCn1c(O)c(C(C)=NCCN2CCOCC2)c(=O)[nH]c1=O,8,1%,3%,0,2%,-1%,5%,15%,20%
CCc1c(-c2ccccc2)nc2ccccc2c1C(=O)N1CCC2(CC1)OCCO2,-1,-1%,-4%,2,15%,0%,-4%,13%,-7%
O=P(O)(Oc1ccccc1)c1ccccc1,0,2%,-1%,-13,15%,4%,-5%,17%,u
S=C1NC2(CCCCC2)NC12CCCCC2,17,-1%,13%,0,5%,-1%,3%,-2%,7%
Cc1nn(Cc2ccccc2)c(C)c1C(=O)OCC(=O)Nc1ccccc1SCC#N,10,-4%,0%,-5,-4%,-1%,14%,-11%,7.3µM*
CCC(C)n1c(O)c(C=NCc2cccnc2)c(=O)[nH]c1=S (centres undefined),9,-3%,-1%,3,-4%,7%,15%,7%,0%
CCCN1CCCC(C(=O)c2cc(C)c(OC)c(C)c2)C1 (centres undefined),14,u,-2%,-16,-4%,u,5%,-8%,u
CC1([N+](=O)[O-])COP(=O)(Nc2cccc(Cl)c2)OC1 (centres undefined),6,2%,-1%,4,5%,-2%,1%,7%,-11%
COCCN(C(=O)COC(=O)Cc1ccccc1)c1c(N)n(Cc2ccccc2)c(=O)[nH]c1=O,16,2%,0%,8,3%,4%,3%,-1%,23%
CC(C)c1ccc(NC(=O)Cn2c(=O)oc3cc(S(=O)(=O)N4CCCC4)ccc32)cc1,x,x,u,-9,x,x,u,x,-12%
CN(C)c1ccc(/C=C2/C(=N\O)C3CCN2CC3)cc1,11,-9%,x,-14,15%,12%,8%,8%,-12%
[N-]=[N+]=NCc1cn2cccnc2n1,4,-4%,6%,-7,0%,-15%,17%,13%,0%
Cc1cc(NC(=O)CCC(=O)N2CCC3(CC2)OCCO3)no1,-5,u,11%,0,5%,-14%,-3%,-1%,0%
CCOP(=O)(OCC)C(C)(C)NC(=O)C(Cl)(Cl)Cl,-7,20%,-5%,2,-10%,734%[0.0737 µM],-14%,-8%,17%
CCC(C)c1ccc(NC(=O)COc2c(F)c(F)c(C(F)(F)F)c(F)c2F)cc1 (centres undefined),-77*,13%,u,15,-13%,u,10%,-8%,-6%
CCC(C)OC(=O)c1c(N)n(Cc2cccs2)c2nc3ccccc3nc12 (centres undefined),u,u,48%[activator],-3,-16%,12µM*,u,u,-13%
CC(C)(C)NC(=O)NC(=O)CN1CC=C(c2ccccc2)CC1,-5,u,-3%,4,-3%,u,-4%,-2%,0%
CCOc1ccc2nc(NC(=O)c3cccn(Cc4ccccc4C)c3=O)sc2c1,x,x,5%,-1,x,x,3%,x,4%
COc1cccc(OCc2cc(C(=O)N3C[C@H]4C[C@@H](C3)c3cccc(=O)n3C4)no2)c1,-6,4%,13%,-5,1%,-15%,6%,20%,-4%
CCCCOc1ccccc1C1CC(=O)Nc2cc(C)c(C)cc21 (centres undefined),x,x,u,6,x,x,u,x,u
O=C(CCCOc1ccc(Cl)cc1Cl)N1CCC2(CC1)OCCO2,u,-7%,0%,-5,u,-1%,-11%,-26%,-17%
CCN(CC)c1ccc(/C=C2\C(=O)NC(=O)N(Cc3ccco3)C2=O)cc1,u,-3%,7%,1,4%,15%,-1%,2%,1%
CC12CCC3C(CC=C4CC(O)CCC43C)C1CC(=CN1CCOCC1)C2=O (centres undefined),7,28%,3%,0,-6%,4%,9%,-17%,-6%
Nc1ccc(CC2=NCCN2)cc1,3,-6%,-6%,4,17%,-1%,9%,12%,17%
CC(=O)N1N=C2C3CCN(CC3)C2C1c1ccc(C)cc1 (centres undefined),12,-12%,3%,1,0%,0%,u,4%,3%
COc1cc(OC)c(OC)cc1/C=C1/C(=O)NC(=O)N(Cc2ccccc2)C1=O,-16,0%,6%,0,0%,6%,u,0%,-7%
Cn1cc(C(=O)OCC(=O)NC2CCCC2)c2ccccc21,-8,1%,-19%,-6,18%,-3%,18%,15%,-6%
COC(=O)C1=C(c2ccc(F)cc2OCc2ccccc2)C[C@@H]2CC[C@H]1N2C(=O)N1CCC(O)CC1,-13,-2%,12%,24,3%,-14%,9%,2%,0%
CCOC(=O)C1CCN(/C=C2\C(=O)NC(=S)N(CC)C2=O)CC1,-15,-1%,5%,5,-1%,13%,3%,9%,18%
NS(=O)(=O)c1ccc(Sc2nc3ccccc3s2)c([N+](=O)[O-])c1,-99*,-22%,u,4,u,5.8µM*,-22%,7.3µM*,u
COc1ccc(C2NCc3ccc4c(c3-n3cccc32)OCO4)cc1O (centres undefined),-10,3.3µM*,u,-13,u,4.1µM*,1.3µM*,1.8µM*,u
CN1C(=O)C(=Cc2cn(CC(=O)N3CCCC3)c3ccccc23)C(=O)N(C)C1=O,1,-9%,4%,-16,21%,-5%,-3%,10%,14%
COC(=O)C1=C(c2ccccc2OCc2ccccc2)C[C@@H]2CC[C@H]1N2C(=O)NC1CCN(Cc2ccccc2)CC1,-65*,-11%,u,-71,-24%,u,u,-36%,-19%
O=C(Cc1cccs1)N1CCC(c2nc3c(nnn3Cc3ccccc3Cl)c(=O)[nH]2)CC1,6,u,19%,2,u,18%,0%,u,-1%
CC(C)C12CN3CCN(CC(C3)C1O)C2 (centres undefined),1,-2%,-6%,3,0%,-18%,-3%,4%,12%
CCN(CCNC(=O)C1CCN(Cc2nc(-c3cccc(Cl)c3)oc2C)CC1)c1ccccc1,u,u,u,4,-14%,u,u,-24%,2.6µM*
CC(=O)OCC12CC(OC(=O)CC(C)C)C(C)=CC1OC1C(O)C(OC(C)=O)C2(C)C12CO2 (centres undefined),-83*,u,-52%,-18,0.26µM*,u,0.0092µM*,x,u

# Among those listed so far, 3 contain a nitro group on carbon.
SMILES,IL-1B inflam inh,SW480 rereplic,HEK293 tox,D3 ag,HT1080-NT tox,MCF10A rerep,KB-3-1 tox,HT1080 IDH1KD tx,KB-V1 MDR tox
N#C/C(=C\c1ccc([N+](=O)[O-])cc1)c1nc(C2CC2)cs1,-11,-1%,-2%,-1,-1%,-74%[inhibitor],28%,7%,-29%
CC1([N+](=O)[O-])COP(=O)(Nc2cccc(Cl)c2)OC1 (centres undefined),6,2%,-1%,4,5%,-2%,1%,7%,-11%
NS(=O)(=O)c1ccc(Sc2nc3ccccc3s2)c([N+](=O)[O-])c1,-99*,-22%,u,4,u,5.8µM*,-22%,7.3µM*,u

# Later entries.
SMILES,IL-1B inflam inh,SW480 rereplic,HEK293 tox,D3 ag,HT1080-NT tox,MCF10A rerep,KB-3-1 tox,HT1080 IDH1KD tx,KB-V1 MDR tox
CC(=NCCc1c[nH]c2ccccc12)c1c(O)n(Cc2ccccc2)c(=O)[nH]c1=O,u,15µM*,0%,9,-27%,u,-11%,u,12µM*
COc1ccc(CCNC2CCCCC2)cc1OC,0,-2%,5%,-12,5%,-7%,-18%,6%,-2%
CC(N)Cc1c[nH]c2c1ccc1ccccc12 (centres undefined),u,-17%,-4%,-3,-5%,18%,1%,0%,2%
COC(=O)C1=C(c2ccc(OC)c(OC)c2)C[C@@H]2CC[C@H]1N2C(=O)NCCOc1ccccc1Cl,-3,-1%,-3%,10,5%,12%,18%,5%,10%
O=S(=O)(c1ccccc1)N1CN2CCN(C2)C1,5,-2%,17%,0,16%,0%,-2%,10%,0%
Cc1cccn2c(=O)c3c(nc12)N1CCCCC1C1(C3)C(=O)N(C)C(=O)N(C)C1=O (centres undefined),31,-13%,-1%,-1,22%,4%,2%,8%,-22%
CCOP(=O)(OCC)C1(O)C(=O)Nc2ccccc21 (centres undefined),0,x,2%,-8,8%,-3%,12%,10%,6%
O=[N+]([O-])c1ccc(N2CCOCC2)c2cccnc12,-11,-5%,8%,0,-9%,4%,-5%,-3%,-20%
O=C(c1ccc(Cl)cc1)C1CCCN(Cc2cccc3cnccc23)C1 (centres undefined),-7,-4%,1%,-4,-3%,13%,-26%,-7%,u

# High-throughput results from PubChem.

# This is a subset; the hit share may differ from the screen's.
